Bioassay records as filed in PubChem BioAssay.
Mito fusion yeast – inhibitors of mitochondrial division or activators of mitochondrial fusion | S. cerevisiae fusion-defective mutant growth rescue, CellTiterGlo 48 h | Potency, µM (doses to about 46.1 µM), for inactives: at the highest dose growth rescue (activation), hits mostly activators | hit rate 0.23% among 320,000 | AID 485298;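 also: potency is read from the fitted curve at half-maximal effect; % of control where 0% means no effect; nearly all actives have a fitted effect of over 45% in size; temperature-sensitive fusion mutants such as fzo1-1 at 37 °C on non-fermentable ethanol glycerol medium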
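Yeast fusion mutant, YPEG (non-fermentable carbon), compound, 48 h at 37C non-permissive; CellTiterGlo added, 10 min RT, luminescence read. Rescued growth = division inhibition.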
A-T KAP1 phos – potential ataxia-telangiectasia treatments restoring KAP-1 phosphorylation | […] A-T fibroblasts, KAP-1 phosphorylation AlphaLISA; neocarzinostatin DNA damage 30 min before lysis | Potency, µM (highest dose often 57.5 µM), inactives show top-dose activation, usual class: activators | hit rate 0.19% among 320,000 | AID 485349; also: potency is read from the fitted curve at half-maximal effect; % of control where 0% means no effect; nearly all actives have a fitted effect of over 45% in size
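ATM-like activity read as KAP-1 phosphorylation via AlphaLISA donor/acceptor antibody pairs after lysis and 6 hr at 25C. Cells were ATM-null patient fibroblasts ([…], hTERT), dosed 60 min, then exposed to the DSB inducer NCS for 30 min.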
ELG1 repair inh – inhibitors of ELG1-dependent DNA repair in HEK293T cells. HEK293T ELG1-luciferase reporter, luminescence, 16 h; DNA damage induced by 5-fluorouridine. Potency, µM (series often up to 46.1 µM), inactives show top-dose activity change, negative = inhibition, hits mostly inhibitors. hit rate 2.3% among 330,000. AID 504467; also: potency is read from the fitted curve at half-maximal effect; % is scaled to controls: 0 for no effect and ±100 for the full control effect; nearly all actives have a fitted effect of over 55% in size
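Overnight (16 hr) co-exposure of 2,000 cells/well to 5-fluorouridine and compound at 37 °C preceded detection. Luciferase was quantified via ONE-Glo luminescence; loss of signal denotes inhibition.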
Tb PFK inh – inhibitors of T. brucei phosphofructokinase | O15648 | hit rate 0.17% among 330,000 | Potency, µM (series often up to 57.5 µM), without a hit: top-dose activity, negative = inhibition, actives largely listed as inhibitors | AID 485367 | T. brucei PFK, ADP-Glo luminescence;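 also: potency is read from the fitted curve at half-maximal effect; 0% = uninhibited 1x PFK enzyme wells and -100% = no-enzyme wells; nearly all actives have a fitted effect of over 60% in size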
Target sequence (O15648 whole entry, looked up): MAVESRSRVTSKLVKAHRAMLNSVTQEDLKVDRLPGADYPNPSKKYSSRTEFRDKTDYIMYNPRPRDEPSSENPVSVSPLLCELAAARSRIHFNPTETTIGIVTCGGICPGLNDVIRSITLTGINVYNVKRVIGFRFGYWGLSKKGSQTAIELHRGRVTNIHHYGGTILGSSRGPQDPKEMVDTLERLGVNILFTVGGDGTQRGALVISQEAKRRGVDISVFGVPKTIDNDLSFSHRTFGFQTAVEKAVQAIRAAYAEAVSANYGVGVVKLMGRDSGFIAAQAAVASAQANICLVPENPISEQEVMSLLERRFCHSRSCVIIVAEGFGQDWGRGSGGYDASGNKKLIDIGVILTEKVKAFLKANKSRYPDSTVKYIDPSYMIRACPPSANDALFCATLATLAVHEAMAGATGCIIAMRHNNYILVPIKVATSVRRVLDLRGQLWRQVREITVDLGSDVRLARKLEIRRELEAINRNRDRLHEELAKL
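In TEA buffer at pH 8.0 with 5 mM MgCl2, enzyme (1.25 nM) converted F6P (0.5 mM) and ATP (0.1 mM) for 45 min at room temperature. ADP product was read by luciferase luminescence.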
TCR act – T cell receptor activation; primary human leukocytes, anti-CD3, IL-2 HTRF, 48 h; Potency, µM (doses to about 9.22 µM), for inactives: at the highest dose activation of IL-2 secretion, hits mostly activators; 330,000 tested, under 10 active; AID 504894; also: % of control where 0% means no effect
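Using a-CD3 beads without co-stimulation, primary human leukocytes were exposed to compounds for 48 hr. An HTRF IL-2 kit measured the cytokine, with europium-to-d2 energy transfer producing emission at 665nm upon 320nm excitation.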
Eya2 phos inh – blocks the phosphatase activity of human Eya2; O00167; recombinant Eya2, OMFP fluorescence dephosphorylation (OMFP is methylfluorescein phosphate); Potency, µM (series often up to 76.9 µM), for inactives: at the highest dose activity, negative = inhibition, most hits filed as inhibitors; hit rate 0.006% among 330,000; AID 488837; also: potency is read from the fitted curve at half-maximal effect; % is scaled to controls: 0 for no effect and ±100 for the full control effect
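Eya2 (0.2 uM) preincubated 10 min at ambient with compound, then OMFP substrate added at 50 uM; 10 min reaction in 50 mM HEPES pH 7.5, 50 mM NaCl, 5 uM MgCl2, 0.05% BSA, 1 mM DTT. Fluorescence read at Ex 485/Em 525 nm.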
PTAP TSG101 blk – blocks PTAP/TSG101 interaction to inhibit HIV-1 budding; Q99816; Fluorescence polarization, FITC-PTAP peptide / Tsg101 binding; Potency, µM (series often up to 115 µM), inactives show top-dose activity change, negative = inhibition, usual class: inhibitors; 340,000 tested, under 10 active; active = well fitted inhibition curve with a large enough effect in the main read-out, with a control signal flat, not every such curve was filed as active; inconclusive = small, poorly fitted or top-dose-only effect, or effect the other way, or a change in a side signal; inactive = no such curve, though single readings can be large or run the other way; also: potency is read from the fitted curve at half-maximal effect; % of control where 0% means no effect
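Tsg101 binding domain (10 uM final) was mixed with compound and a FITC-labeled PTAP peptide (50 nM final) in HEPES pH 7.5 buffer with NaCl, Tween 20, EDTA and TCEP; fluorescence polarization was read after 20 min at r.t.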
ASM inhibitor – human S-ASM enzyme inhibition. P17405. placental ASM, HMU-PC fluorogenic substrate, 60 min. Potency, µM (titrated, usually from 57.5 µM), without a hit: at the highest dose activity change, negative = inhibition, hits mostly inhibitors. hit rate 0.006% among 340,000. AID 504937; also: potency is read from the fitted curve at half-maximal effect
Target sequence (P17405 47-631 limits assumed): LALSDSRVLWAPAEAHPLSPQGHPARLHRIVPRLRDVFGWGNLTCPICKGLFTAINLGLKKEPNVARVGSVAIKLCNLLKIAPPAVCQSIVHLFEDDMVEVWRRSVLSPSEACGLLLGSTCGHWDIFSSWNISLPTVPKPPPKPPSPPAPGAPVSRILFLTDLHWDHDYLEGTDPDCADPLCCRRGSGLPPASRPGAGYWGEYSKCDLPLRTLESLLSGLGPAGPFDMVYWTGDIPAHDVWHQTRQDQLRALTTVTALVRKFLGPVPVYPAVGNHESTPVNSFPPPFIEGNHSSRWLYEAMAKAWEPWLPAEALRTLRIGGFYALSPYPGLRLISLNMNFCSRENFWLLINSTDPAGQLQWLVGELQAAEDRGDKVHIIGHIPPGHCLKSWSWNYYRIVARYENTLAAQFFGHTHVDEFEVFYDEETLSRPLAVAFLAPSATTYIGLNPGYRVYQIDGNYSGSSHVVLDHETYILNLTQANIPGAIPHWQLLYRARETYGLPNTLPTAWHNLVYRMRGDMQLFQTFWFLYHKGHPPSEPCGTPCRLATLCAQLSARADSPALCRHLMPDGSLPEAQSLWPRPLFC
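Human placenta-derived ASM enzyme was preincubated with compound for 10 minutes at room temperature, then given fluorogenic substrate HMU-PC0 (9 uM final) for 60 minutes at 37 °C; a pH 10 stop preceded fluorescence reading at Ex 386/Em 447 nm.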
BCR signal inh – blocks chronic active B-cell receptor signaling | ABC-DLBCL IkBa-CBG/CBR reporter, luminescence ratio, 4 h | Potency, µM (doses to about 46.1 µM), without a hit: at the highest dose ratio change, negative = lower green/red ratio, usual class: inhibitors | hit rate 0.05% among 340,000; active = well fitted inhibition curve with a large enough effect in the signal ratio, with a control signal flat, not every such curve was filed as active; inconclusive = small, poorly fitted or top-dose-only effect, or effect the other way, or a change in a side signal; the % refers to the signal ratio;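 also: potency is read from the fitted curve at half-maximal effect; plate controls were basal doxycycline-induced cells for no effect and cells given 10 µM MG132 for full effect; MG132 reads +100%, hits lower the ratio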
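Cell line TMD8 (human ABC DLBCL), stably expressing tet-inducible CBG68-IkBa fusion and CBR; IMDM/0.5% FBS; cpd up to 46 uM; dox induction, 4 h, 37C/5% CO2; dual luminescence; green/red ratio; MG132 control.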
Integrin act MD – activates integrin-mediated alleviation for muscular dystrophy. hit rate 0.064% among 350,000. alpha7betagal myoblasts, beta-gal FDG fluorescence, 48 h. Potency, µM (titrated, usually from 38.3 µM), for the others: top-dose activation, most hits filed as activators;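 also: potency is read from the fitted curve at half-maximal effect; 100% = response of the positive control SU9516; nearly all actives have a fitted effect of over 60% in size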
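Alpha7betagal+/- myoblasts (passage 13) were plated 16-24 hr, then exposed to compounds (1:260 dilution of DMSO stock) for 48 hours at 37C. After MPER lysis, β-galactosidase reporter activity was read as FDG fluorescence (ex 480/em 540) after 30 minutes.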
TSHR antag – human thyrotropin receptor antagonism; hit rate 0.2% among 330,000; AID 504810; activity change, negative = inhibition, % at 11.5 µM; TSHR-expressing cells, TSH-stimulated cAMP HTRF, 2 h; hits give low values; P16473;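 active = activity change below a set negative limit, meaning inhibition stronger than a set level, cut at about -70% in these data; inconclusive = activity change between two set negative limits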; also: % is scaled to controls: 0 for no effect and ±100 for the full control effect
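Competitive HTRF cAMP read-out (cryptate anti-cAMP antibody, cAMP-d2; 30 min, room temperature) in freshly harvested TSHR cells. Compounds added before TSH at EC80 (4nM final), followed by 2 hours' incubation at 37 deg C.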
Starred values were filed as active, the others as inactive; ? = inconclusive; . = not tested or not shown; [ ] = dose if it differs, or a comment. Unless noted, calls follow the shape of the dose curve; as a rule, active = well fitted curve in the direction sought with a large enough effect; inconclusive = small, poorly fitted or top-dose-only effect, or another doubt; inactive = no such curve, though single readings can be large; an effect the other way counts as inactive or inconclusive.

SMILES	Mito fusion yeast	A-T KAP1 phos	ELG1 repair inh	Tb PFK inh	TCR act	Eya2 phos inh	PTAP TSG101 blk	ASM inhibitor	BCR signal inh	Integrin act MD	TSHR antag
COc1ccc(N2C(=O)C3CCCN3C2c2ccccc2)cc1Cl (centres undefined)	-0.7%	4.6%	?	-8.1%	4.9%	-11.1%	-3.1%	-1.0%	-9.5%	21.0%	3.1
O=C(NCc1cccnc1)C(=O)C1C(=O)Nc2ccccc21 (centres undefined)	?	-5.7%	-2.0%	-1.2%	-6.5%	10.0%	-6.9%	-8.7%	1.4%	20.6%	12.8
CCCCCc1cc(=O)oc2c(C(CCN3CCCC(C)C3)c3cc(OC)c(OC)c(OC)c3)c(OC)cc(OC)c12 (centres undefined)	-50.4%[inhibitor]	-16.2%	-15.7%	-0.2%	-24.0%	-15.0%	-1.9%	-29.2%	?	-5.5%	3.1
COc1cccc(NC(=O)NC2CCN(Cc3nnnn3Cc3ccc(F)cc3)CC2)c1	-5.6%	-3.5%	-17.0%	1.7%	-0.4%	-1.8%	-2.6%	-0.6%	-6.1%	18.4%	-4.8
CC(/C=C/c1ccccc1F)=N\NC(=O)c1ccccc1	-1.5%	2.4%	?	1.9%	8.4%	6.3%	-0.1%	-3.3%	?	36.6%	-6.7
C#CCOCCOCCOCCNc1nc(N2CCN(C(=O)[C@H](CO)n3cc([C@@H](N)C(C)C)nn3)CC2)nc(N2CCN(C(=O)[C@H](CCC(=O)O)n3cc([C@@H](N)CCCCN)nn3)CC2)n1	.	10.9%	13.3%	-13.7%	4.2%	-5.4%	1.1%	0.7%	0.4%	15.7%	16.5
COc1ccc(NC(=O)CSCC(=O)Nc2ccccc2N2CCCCC2)cc1	27.5%	3.1%	-7.8%	2.6%	1.5%	-16.9%	-3.1%	-3.1%	1.1%	14.9%	5.3
COc1ccc(N(C)C(=O)c2oc(=O)c3ccccc3c2-c2ccc(C)cc2)c(OC)c1	22.8%	13.9%	-5.0%	3.6%	-9.7%	8.5%	-1.9%	-4.0%	-1.0%	23.3%	2.9
COc1ccc(/C=N/NC(=O)CNC(=O)c2ccc3c(c2)OCCO3)c(C(=O)O)c1OC	-2.7%	3.4%	16.1%	-8.6%	3.1%	-1.0%	-4.4%	4.3%	-1.9%	-18.3%	10.6
COc1cccc(-n2c(CN3CCN(c4ccccn4)CC3)nc3ccc([N+](=O)[O-])cc3c2=O)c1	?	-2.7%	?	1.7%	6.3%	-14.3%	-3.6%	-2.8%	-12.1%	-36.3%	1.2
Cc1ccc(C(=O)c2no[n+]([O-])c2C(=O)c2ccc(C)cc2)cc1	9.0%	-11.8%	?	8.4%	-1.4%	9.5%	0.3%	-0.9%	1.4%	-65.8%[inhibitor]	-3.1
O=C(NCc1cccc(Cl)c1)C1=CC=CN2CCS(=O)(=O)N=C12	1.2%	2.8%	22.7%	-6.2%	4.7%	-16.1%	-5.4%	33.8%[activator]	1.3%	2.9%	7.1
O=C(CN(c1cccc(C(F)(F)F)c1)S(=O)(=O)c1ccc(Cl)c([N+](=O)[O-])c1)NCc1ccc(F)cc1	0.3%	-11.7%	?	-7.2%	-1.3%[46.1 µM]	-19.3%	-4.9%	-7.7%	?	-59.2%[inhibitor]	-49.1
FC(F)(F)c1cc(-c2ccccc2)nc(N2CCCCCC2)n1	-8.1%	4.6%	-3.7%	3.3%	6.5%	10.2%	-5.1%	15.2%	?	-17.1%	-0.1
Cc1ccc(-c2nnc(SCC(=O)Nc3ccccc3F)o2)cc1	-6.9%	16.7%	?	-0.9%	-0.3%	19.6%	0.1%	-1.3%	?	21.5%	-10.1
COCc1cc(CNC(=O)C2CCC(=O)N(Cc3ccccc3OC)C2)[nH]n1 (centres undefined)	-1.0%	4.0%	?	-1.6%	10.5%	12.9%	-1.9%	-2.0%	2.0%	-9.4%	3.8
O=C(NNC(=O)C1CCN(S(=O)(=O)c2ccc(Cl)cc2)CC1)c1ccccc1O	2.7%	1.3%	2.6%	-0.3%	-15.4%	-18.7%	-2.4%	3.4%	4.9%	-17.4%	-2.3
CCc1ccc(N(C)S(=O)(=O)c2ccc3[nH]cc(C(=O)NCCN4CCOCC4)c(=O)c3c2)cc1	1.3%	-3.6%	?	2.4%	-17.0%	-26.7%	-17.0%	-9.5%	?	-24.9%	-0.3
Clc1ccc2c(N3CCCC3)ccnc2c1	0.0%	13.4%	-9.0%	-11.1%	1.5%	-9.5%	3.0%	3.6%	-0.5%	-10.3%	-8.3
Cc1cc(C(=O)c2cccs2)c(N)s1	1.5%	-0.8%	11.2%	-2.1%	1.0%	-4.6%	-2.0%	-1.3%	-11.8%	-23.1%	4.7
CCOC(=O)CNC(=O)N(CCOC)CC1CCCN(C2Cc3ccccc3C2)C1 (centres undefined)	2.8%	2.9%	-1.2%	-1.8%	-5.8%	-28.0%	-0.1%	2.1%	-4.4%	3.0%	-7.3
CCOC(=O)CCc1c(C)nc(SCc2ccc(C(=O)O)cc2)c(C#N)c1C	7.0%	2.1%	-6.0%	8.6%	-2.9%	2.4%	-10.2%	-0.2%	6.7%	12.6%	-10.0
Cc1nc2c3cc(F)ccc3n(Cc3ccc(F)cc3)c2s1	-5.2%	5.6%	-5.1%	0.7%	1.7%[46.1 µM]	-1.5%	-2.8%	-3.1%	3.2%	-3.8%	10.1
CCN(CC(=O)Nc1c(F)cccc1F)C(=O)Cc1ccsc1	-1.9%	-1.3%	6.9%	-3.7%	-2.7%	3.2%	-5.5%	4.2%	3.5%	-4.7%	-17.7
O=C(CSCc1ccccc1Cl)Nc1c[nH]c(=O)[nH]c1=O	2.6%	-2.1%	17.3%	-7.0%	4.2%[46.1 µM]	2.9%	-1.7%	2.1%	2.9%	4.3%	1.3
Cc1noc(C)c1COC(=O)c1ccc(S(=O)(=O)NCc2ccco2)cc1	-0.6%	6.5%	?	-8.0%	-1.0%	13.7%	0.1%	-1.3%	-7.0%	-35.4%	-11.3
O=c1c2cccnc2nc2n1CCCCC2	3.8%	2.6%	11.3%	-0.1%	-2.9%	3.5%	-2.4%	0.0%	4.2%	2.3%	1.3
COc1ccc(C(=O)NC2CCN(CC(=O)Nc3cccc(C)c3)CC2)cc1OC	-4.5%	-9.3%	-16.1%	-1.8%	1.7%[46.1 µM]	-22.7%	-9.0%	-1.6%	-10.8%	-24.6%	2.0
Cc1cc(=O)[nH]c(Nc2cccc(C(F)(F)F)c2)n1	-2.0%	-1.4%	?	-4.6%	1.1%	1.0%	-1.7%	-2.6%	6.9%	8.4%	3.7
CCOc1ccc(Cl)cc1CNCCNCCO	-6.9%	-2.9%	13.9%	-1.4%	.	0.2%	-6.1%	2.4%	0.2%	-0.6%	4.2
Cc1nnc(SCC2=C(C(=O)O)N3C(=O)C(NC(=O)Cc4ccccc4)C3SC2)s1 (centres undefined)	2.1%	-7.1%	14.8%	?	58.8%	-18.3%	2.4%	-3.7%	4.3%	-27.8%	-4.9
Cc1cc(=O)oc(C)c1C(=O)OCC(=O)c1ccccc1	-1.1%	5.4%	?	7.1%	-12.5%	6.0%	-2.2%	6.0%	-0.1%	7.0%	10.0
O=C(Nc1ccccc1C(=O)O)c1cc(S(=O)(=O)NCc2ccccc2)ccc1Cl	-3.1%	4.6%	13.1%	-2.9%	11.0%	-15.1%	-6.1%	7.1%	?	-36.7%[inhibitor]	-4.9
CC(=O)Nc1ccccc1NC(=O)c1ccccc1	-6.0%	5.4%	1.2%	-0.9%	-0.9%	9.1%	-2.6%	-0.3%	4.2%	2.6%	1.2
COCCOC(=O)C1=C(C)NC(=O)NC1c1cccc(F)c1 (centres undefined)	0.9%	19.3%	-7.8%	-1.3%	3.3%	6.4%	-2.2%	-1.2%	?	4.1%	1.3
